cardiac RTF act = cardiac RTF calcium sensitization; actives 0.24% (n = 340,000); activation, % at 7.2 µM; AID 493008; IANBD-labeled TnC RTF fluorescence at EC20 calcium; 0% EC20 calcium, 100% full calcium;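 active = activation above the mean over all tested compounds plus 3 SD, cut at about 30% in these data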;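 also: rise in fluorescence read as greater calcium sensitivity of cardiac thin filaments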
dFosB activator = activators of mouse delta FosB homodimer. AID 493131. activation, % at 25 µM. purified delta FosB, TAMRA-CDK5 oligo fluorescence polarization; percent of positive-control signal above neutral wells. actives 0.99% (n = 340,000). P13346;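 active = mean activation above about 17%, with every replicate also reaching it, limit read from the data, passing the limit was not always enough; inconclusive = only one of the two conditions met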;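 also: fluorescence polarization rise as delta FosB binds a TAMRA Cdk5 AP-1 oligo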
Target sequence (P13346 whole entry, looked up): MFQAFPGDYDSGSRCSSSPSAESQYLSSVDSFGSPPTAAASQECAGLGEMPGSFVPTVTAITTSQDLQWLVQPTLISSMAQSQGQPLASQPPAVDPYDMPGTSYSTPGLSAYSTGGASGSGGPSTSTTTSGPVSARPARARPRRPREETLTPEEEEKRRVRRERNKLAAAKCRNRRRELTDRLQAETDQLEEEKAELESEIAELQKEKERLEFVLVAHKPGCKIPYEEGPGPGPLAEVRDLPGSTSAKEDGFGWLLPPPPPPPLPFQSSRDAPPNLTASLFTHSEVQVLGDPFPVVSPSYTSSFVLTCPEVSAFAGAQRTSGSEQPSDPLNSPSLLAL
LANA DNA inh = KSHV C-LANA DNA binding inhibition. MBP-C-LANA/FAM-LBS DNA binding, fluorescence polarization. inhibition, % at 9 µM. actives 0.078% (n = 340,000);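 active = highest replicate inhibition at or above 60% at 9 µM, even if other replicates fall short; inactive = all replicates below 60% inhibition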;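 also: 0% = neutral control wells and 100% = 4 µM acridine orange control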
SUMO Mot1 rescue = inhibitors of SUMOylation pathway: yeast Mot1-301 growth rescue; growth rescue, % at 18.8 µM; S. cerevisiae Mot1-301 growth rescue, ATP luminescence, 38.5C; percent above DMSO median, 100 means doubled; AID 2716; actives 1% (n = 320,000);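 active = every valid replicate shows activation above 250% relative to neutral control wells; inactive = the rest, any valid replicate at or below 250%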;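 also: OY570 slx delta 5 strain wells were the positive control but not used for scaling; some compounds called inactive have numbers as strong as hits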
CDK5 p35 inh = CDK5/p35 (human) kinase inhibition | Q00535+Q15078 | Recombinant CDK5/p35, ADP-Glo luminescence, 60 min | AID 488839 | inhibition, % at 10 µM | actives 0.01% (n = 330,000);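 active = highest replicate inhibition of at least 50% and at least 75% of replicates reaching 50%; inconclusive = only one of the two criteria met; inactive = both criteria failed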;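 also: plate controls were DMSO neutral control for no effect and GW8510 at 10 µM for full effect; many of its hits are not listed in these tables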
PvdQ acylase = P. aeruginosa PvdQ acylase inhibition; purified PvdQ acylase, fluorescence plate reader; inhibition, % at 10 µM; actives 0.063% (n = 340,000); AID 488965; in the data active = inhibition above about 30%, passing the limit was not always enough; inconclusive = no clear call, values can overlap the other calls;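 also: 0% = vehicle neutral wells and 100% = reference inhibitor wells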
Rtt109 Vps75 = blocks Candida albicans Rtt109/Vps75 acetyltransferase activity | Q5AAJ8 | purified Rtt109/Vps75, ThioGlo CoA-SH fluorescence, 4 h | inhibition, % at 34.9 µM | actives 0.16% (n = 330,000);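 active = inhibition of at least 50% in every replicate; inconclusive = best replicate reaches 50% inhibition but some replicates fall short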
Target sequence (Q5AAJ8 whole entry, looked up): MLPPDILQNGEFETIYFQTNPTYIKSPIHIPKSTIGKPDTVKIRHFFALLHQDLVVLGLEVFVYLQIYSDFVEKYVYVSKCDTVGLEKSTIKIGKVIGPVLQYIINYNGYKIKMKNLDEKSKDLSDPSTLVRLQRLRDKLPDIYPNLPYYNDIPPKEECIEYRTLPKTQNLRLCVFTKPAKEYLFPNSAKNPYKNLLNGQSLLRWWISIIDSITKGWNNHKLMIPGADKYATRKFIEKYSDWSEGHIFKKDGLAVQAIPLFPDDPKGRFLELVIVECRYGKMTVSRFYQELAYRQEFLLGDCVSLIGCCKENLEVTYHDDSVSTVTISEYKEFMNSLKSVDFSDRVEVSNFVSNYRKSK
RTF Ca sens inh = cardiac RTF calcium desensitization; actives 0.12% (n = 340,000); inhibition, % at 7.15 µM; P19429+P45379; IANBD-labeled cardiac RTF, Ca2+ fluorescence; AID 493244;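 active = inhibition above the mean inhibition of all tested compounds plus 3 SD, cut at about 17% in these data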;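 also: assay run at fixed EC70 calcium of 1.6 mM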
PfHsp90 yeast 2 = reduces growth (ATP signal) of yeast expressing P. falciparum Hsp90; actives 0.32% (n = 310,000); S. cerevisiae expressing PfHsp90, BacTiter-Glo ATP, 48 h; yeast lacking PDR1 and PDR3 efflux regulators; inhibition, % at 9.4 µM;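 active = every replicate shows inhibition above about 80%, whatever the replicate mean, limit read from the data; inconclusive = mean inhibition reaches the set limit but some replicate falls short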;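 also: 0% = DMSO neutral controls and 100% = 20 µM radicicol positive controls; yeast relying on Plasmodium falciparum Hsp90 in place of its own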
Keap1 Nrf2 FP = disrupts human Keap1 binding to Nrf2 peptide; Q14145; inhibition, % at 9.4 µM; actives 0.15% (n = 340,000); Keap1 Kelch-Nrf2 peptide fluorescence polarization, 1536-well; in the data active = inhibition above about 12%; inconclusive = no clear call, values can overlap the other calls; inactive = below about 7.3%;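 also: human Keap1 Kelch domain with fluorescein labeled Nrf2 9mer peptide probe; 0% = neutral control wells and 100% = peptide positive control; higher means more block of Keap1 binding to Nrf2 peptide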
NSD2 HMT inh = inhibitors of human histone methyltransferase NSD2. O96028. NSD2 peptide methylation, AlphaScreen, 120 min. inhibition, % at 12.5 µM. actives 0.54% (n = 310,000). AID 743445; in the data active = inhibition above about 50%
Active calls of the source: *; ? = inconclusive; . = not tested or not shown.

SMILES | cardiac RTF act | dFosB activator | LANA DNA inh | SUMO Mot1 rescue | CDK5 p35 inh | PvdQ acylase | Rtt109 Vps75 | RTF Ca sens inh | PfHsp90 yeast 2 | Keap1 Nrf2 FP | NSD2 HMT inh
Cc1ccc(N(C(=O)c2csnn2)C(C(=O)NC2CCCCC2)c2cccnc2)cc1C (centres undefined) | 1.0 | -8.4 | 0.9 | 207.8 | -8.5 | -25.3 | -6.5 | -3.8 | 9.8 | -10.1 | 3.2
CCCC1=Nc2cc(C(=O)NCCN3CCCC3)ccc2Sc2ccccc21 | 3.5 | ? | -1.6 | 0.6 | . | -8.6 | -2.7 | 4.5 | -23.8 | -5.2 | 31.6
O=C(Cc1cc(C(=O)O)c2ccccc2n1)Nc1ccccc1 | 1.7 | 2.7 | 1.8 | -4.1 | 0.4 | 16.4 | -3.9 | -3.5 | 12.2 | -2.9 | -2.4
Brc1ccc(Oc2ncc(CN3CCN(c4ccccc4)CC3)s2)cc1 | -7.4 | -2.9 | 4.5 | 42.6 | -1.7 | 1.8 | -2.1 | 0.5 | 23.7 | 3.1 | -1.1
COCc1cc(C)nc(Nc2ccc(C)cc2C)c1C#N | -13.6 | -9.5 | -2.8 | 139.3 | 0.6 | -11.7 | -18.6 | -0.9 | 0.0 | -1.9 | .
Nc1cc(=O)n(Cc2ccccc2)c(=O)n1-c1ccc(F)cc1 | 0.9 | -0.6 | -0.3 | -11.4 | 0.9 | -9.3 | 9.4 | -5.0 | -0.8 | -1.8 | 0.8
CCOc1nc(N(C)C)nc(-n2nnc(C(C)=O)c2C)n1 | -2.2 | 1.1 | -0.3 | 9.4 | -0.1 | 5.4 | 6.4 | -3.4 | -6.0 | -0.9 | .
CC(C)c1cc2cc3ccc(=O)oc3cc2o1 | 1.9 | -3.0 | 1.8 | -8.3 | -0.5 | -6.9 | -10.0 | -2.8 | -8.7 | -1.8 | -0.6
COc1cccc(N(C(=O)c2snc(C(N)=O)c2N)C(C(=O)NCC2CCCO2)c2cccs2)c1 (centres undefined) | -8.8 | -11.7 | -0.1 | 113.8 | -1.1 | -8.3 | 12.4 | 12.8 | 35.9 | -1.8 | -7.2
COc1ccc(CC(=O)Nc2cccc(C(=O)Nc3ccccc3C(=O)O)c2)cc1OC | 6.2 | -9.2 | -0.2 | 184.7 | 0.3 | -20.3 | 1.8 | -14.4 | -24.3 | 0.2 | -2.6
O=C(CCc1nnc(C2(c3ccc(Cl)cc3)CCC2)o1)N1CCCC1 | -5.3 | -3.2 | -0.1 | 6.4 | -0.4 | 6.3 | -16.7 | -6.3 | -32.4 | 0.5 | -5.0
Cc1ccc(C)c(C(=O)CC2(O)C(=O)N(C)c3ccccc32)c1 (centres undefined) | -3.9 | -3.6 | -0.2 | 4.1 | -0.3 | -3.7 | -5.6 | 14.1 | . | -5.1 | 0.0
CCOC(=O)C[C@H]1c2ccc(C(F)(F)F)cc2S(=O)(=O)N1c1ccccc1 | -3.9 | -7.4 | -0.4 | -15.8 | -0.7 | -2.1 | 2.4 | -0.8 | -35.5 | -0.9 | .
CCCn1nnnc1NC(=O)COc1ccc(Cl)c(C)c1 | 0.9 | 5.7 | -2.6 | 31.3 | -1.2 | 12.0 | 4.7 | -4.0 | -16.2 | -2.1 | -1.6
COc1cccc(C(=O)NCCS(=O)(=O)N2CCCCCC2)c1 | 1.1 | 5.7 | -0.5 | 339.1 | -2.0 | -17.9 | -0.1 | 2.2 | -15.8 | 2.6 | -2.0
Cc1ccc(S(=O)(=O)CCC(=O)Nc2nnc(-c3ccc(F)cc3)o2)cc1 | 1.0 | -1.6 | -0.1 | -7.7 | 0.0 | -4.8 | -11.1 | 0.7 | . | 0.4 | -1.1
Cc1ccc(NC(=O)CCc2nnc3ccc(NCc4ccco4)nn23)cc1F | 4.9 | -17.8 | -1.3 | 3.2 | -0.1 | -8.4 | 0.8 | -1.5 | 11.3 | 0.9 | 0.1
O=C(NCc1ccc(Cl)cc1)C1CCN(S(=O)(=O)c2cccc3nonc23)CC1 | -4.5 | 6.3 | 0.1 | -4.8 | -2.1 | -5.0 | -1.9 | -6.4 | -12.7 | 4.2 | 3.0
Cc1ccc(N=C2NC(=O)c3cc([N+](=O)[O-])ccc32)cc1 | 3.2 | -3.0 | 0.8 | -2.3 | 0.7 | -0.5 | -2.1 | -13.9 | -18.4 | -3.5 | 2.1
CCOC(=O)c1cccc(-n2c(C)cc(C=O)c2C)c1 | 1.9 | 4.8 | 1.5 | 1.6 | 0.8 | -15.0 | -4.3 | 0.7 | 2.5 | -4.8 | 0.0
O=C(NCc1ccc(Cl)cc1)c1cnccn1 | 8.0 | 2.2 | 0.5 | 0.7 | -0.2 | -9.1 | 5.5 | -10.6 | -33.4 | -0.1 | -1.4
CCOC(=O)c1[nH]c2cc3c(cc2c1NC(=O)CN1CC(C)CC(C)C1)OCO3 (centres undefined) | -4.4 | -16.7 | -0.5 | 239.8 | -1.9 | -6.1 | 5.8 | -6.7 | -1.3 | -2.9 | -1.0
CCOc1ccc(NS(=O)(=O)c2ccc(OCC(=O)N3CCCC3)cc2)cc1 | -4.8 | -6.1 | -0.4 | -0.8 | 1.4 | -13.6 | -4.6 | -7.0 | 18.2 | -2.1 | -2.2
Brc1ccc(OCc2nc3ccccc3[nH]2)cc1 | -3.4 | 6.9 | -7.2 | -1.6 | -0.9 | -14.8 | -8.8 | -8.1 | 19.2 | 2.9 | 2.8
CCN1CCN(c2ccc(S(=O)(=O)N3CCOCC3)cc2NC(=O)CC(C)C)CC1 | 0.6 | 6.6 | 0.7 | -3.9 | -0.3 | -9.1 | -4.7 | -1.6 | -27.6 | -2.4 | 4.4
CCOc1ncccc1C(=O)Nc1ccc2c(c1)OCCO2 | -1.7 | -7.8 | 0.4 | 6.8 | 0.5 | -10.2 | 4.4 | 4.6 | -0.6 | 0.0 | .
O=C(COC(=O)COc1cccc(Br)c1)NCc1ccc2c(c1)OCO2 | 4.0 | -7.0 | -3.6 | -5.5 | -0.5 | -13.7 | -0.4 | -18.2 | 2.6 | -2.3 | -2.9
O=C1CN(C(=O)CCCc2c[nH]c3ccccc23)c2ccccc2N1 | 10.7 | -8.1 | 1.7 | -5.5 | -1.4 | -2.2 | -4.4 | -1.5 | 2.1 | -0.7 | -0.3
Cc1cc(C)cc(OCC(=O)OCC(=O)NC2CCCC2)c1 | 7.3 | 2.1 | -0.2 | 79.4 | 0.5 | -4.0 | -4.9 | -4.8 | 21.8 | 0.6 | -1.9
COc1ccc(Nc2ncc(C(=O)N3CCN(Cc4ccccc4)CC3)c3ccccc23)cc1 | 3.9 | -8.5 | 1.0 | -24.5 | -0.3 | 3.5 | 9.0 | -8.9 | 9.4 | 5.2 | 1.1
COC(=O)CN(n1cnnc1)S(=O)(=O)c1ccc(C)cc1 | 0.5 | 1.1 | 0.5 | -24.3 | 1.8 | -6.4 | -2.7 | -3.6 | -36.2 | -5.7 | 0.5
CC1=C(C)CC(C(=O)N2CCN(Cc3ccccc3)CC2)C(C(=O)O)C1 (centres undefined) | 3.2 | -4.5 | 1.6 | -4.8 | 0.3 | -7.0 | 1.3 | -4.2 | . | -2.2 | 11.1
O=C(c1cc(-n2cnnc2)ccc1Cl)N1CCN(c2nc(-c3ccccc3)cs2)CC1 | -3.3 | -4.4 | 0.0 | 4.7 | -0.5 | 7.4 | -5.7 | 1.0 | -4.6 | -3.4 | 1.9
CCn1nc(C)c(NS(=O)(=O)c2ccccc2)c1C | 4.0 | 1.0 | -0.5 | -11.1 | 0.3 | 8.2 | 4.8 | 2.3 | 14.7 | 2.4 | -4.1
COc1cccc(NC(=O)C(=O)NCCCn2ccnc2)c1 | 2.0 | -3.4 | -1.6 | -0.5 | -0.6 | -0.9 | -7.8 | -4.4 | -3.9 | 5.4 | 0.3
O=C(O)c1ccc2c(=O)n(Cc3ccccc3)c(SCc3ccc([N+](=O)[O-])cc3)nc2c1 | -5.3 | -7.0 | 1.3 | -10.6 | -2.1 | -6.0 | -4.8 | 0.4 | -29.0 | 0.9 | 3.5
CCOC(=O)CSC1=NC(=O)CS1 | -3.8 | 0.2 | -2.2 | 415.7 | -0.2 | 11.1 | -9.3 | 2.0 | -7.5 | -9.5 | -2.9
COC(=O)CCCC(=O)Nc1ccc(Cl)c(Cl)c1 | 3.5 | -3.4 | 1.7 | -9.0 | -0.6 | -10.1 | -0.3 | -8.3 | 60.4 | -0.2 | -2.9
O=C(CCCN1C(=O)/C(=C/c2ccccc2)SC1=S)Nc1cccc(O)c1 | 2.4 | -1.0 | -0.8 | -12.3 | -0.5 | -1.2 | 1.2 | -10.9 | 4.2 | -6.0 | 6.4
CCN1CCN(C(=S)Nc2sc(C)c(-c3ccccc3)c2C(=O)OC)CC1 | 3.4 | -9.7 | -1.2 | -9.9 | -1.7 | 6.7 | 8.9 | -4.0 | 6.0 | 3.0 | 13.3
CCN1C(=O)C2(C(C#N)=C(N)Oc3n[nH]c(C(C)C)c32)c2ccccc21 (centres undefined) | 13.7 | -4.3 | -1.0 | -35.8 | 0.7 | -16.5 | 0.6 | -15.3 | . | -3.4 | -3.6
Nc1nc(CSc2nc3ccccc3s2)nc(N2CCOCC2)n1 | -5.2 | -9.2 | -1.0 | 27.4 | 1.8 | -6.4 | -6.4 | -12.0 | -37.4 | 1.6 | 0.9
O=C(O)CCN1C(=O)/C(=C\c2ccc(-c3nc4ccccc4s3)o2)SC1=S | -0.7 | -21.6 | 46.5 | 25.8 | 0.2 | 0.8 | -9.0 | 2.5 | -37.4 | -45.9 | .
Cc1ccc2c(c1)N(CC(=O)NCc1ccco1)C(=O)C(C(C)C)O2 (centres undefined) | 3.1 | -3.5 | -0.1 | 23.1 | 0.4 | -13.1 | -16.5 | 5.5 | -10.6 | 0.2 | 6.7
Cc1ccc(Cn2ccc(NC(=O)c3cc(-c4ccc(Cl)cc4)on3)n2)cc1 | 8.7 | -6.9 | 3.3 | -9.3 | -0.1 | 1.5 | 6.0 | 4.8 | . | -3.8 | -3.5
O=C1/C(=C\c2ccco2)SC(=S)N1c1ccc(O)cc1 | 0.1 | -1.6 | 1.3 | 393.1 | 0.4 | 8.5 | 7.6 | -9.2 | -19.4 | 1.0 | 10.1
CCOc1ccc(NS(=O)(=O)c2ccc3[nH]c(=O)c(=O)[nH]c3c2)cc1 | . | -2.9 | -0.7 | -12.2 | 1.0 | -4.2 | -6.6 | . | 12.8 | -2.4 | -0.5
Cc1ccccc1OCc1nnc(SCC(=O)O)n1-c1cccc(Cl)c1 | -5.0 | -1.4 | . | 13.6 | -0.1 | 2.1 | 8.4 | 3.1 | -3.9 | -1.1 | 2.5

Screening data deposited in PubChem by several laboratories.
